Source: PubChem BioAssay
VIM-2 inh: inhibitors of Pseudomonas aeruginosa VIM-2 metallo-beta-lactamase. purified VIM-2, nitrocefin hydrolysis, epi-absorbance fluorescence. inhibition, % at 5.6 µM. 290,000 tested, 0.89% active;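 active means inhibition above the mean of all tested compounds plus 3 SD, cutoff set per screening run, cut at about 7.5% in these data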;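 further: red hydrolysis product quenches plate fluorescence so inhibitors raise well fluorescence; 0% = enzyme with DMSO and 100% = DMSO without enzyme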
IDE act: IDE (human) activation, cell-based | P14735 | HEK cells, FAbeta-B cleavage, fluorescence polarization; 0% vehicle, 100% cell-free pure enzyme wells | activation, % at 5.96 µM | 340,000 tested, 0.073% active;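 active means activation above the mean of all tested compounds plus 3 SD, set per screening campaign, cut at about 17% in these data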
Target sequence (P14735 whole entry, looked up): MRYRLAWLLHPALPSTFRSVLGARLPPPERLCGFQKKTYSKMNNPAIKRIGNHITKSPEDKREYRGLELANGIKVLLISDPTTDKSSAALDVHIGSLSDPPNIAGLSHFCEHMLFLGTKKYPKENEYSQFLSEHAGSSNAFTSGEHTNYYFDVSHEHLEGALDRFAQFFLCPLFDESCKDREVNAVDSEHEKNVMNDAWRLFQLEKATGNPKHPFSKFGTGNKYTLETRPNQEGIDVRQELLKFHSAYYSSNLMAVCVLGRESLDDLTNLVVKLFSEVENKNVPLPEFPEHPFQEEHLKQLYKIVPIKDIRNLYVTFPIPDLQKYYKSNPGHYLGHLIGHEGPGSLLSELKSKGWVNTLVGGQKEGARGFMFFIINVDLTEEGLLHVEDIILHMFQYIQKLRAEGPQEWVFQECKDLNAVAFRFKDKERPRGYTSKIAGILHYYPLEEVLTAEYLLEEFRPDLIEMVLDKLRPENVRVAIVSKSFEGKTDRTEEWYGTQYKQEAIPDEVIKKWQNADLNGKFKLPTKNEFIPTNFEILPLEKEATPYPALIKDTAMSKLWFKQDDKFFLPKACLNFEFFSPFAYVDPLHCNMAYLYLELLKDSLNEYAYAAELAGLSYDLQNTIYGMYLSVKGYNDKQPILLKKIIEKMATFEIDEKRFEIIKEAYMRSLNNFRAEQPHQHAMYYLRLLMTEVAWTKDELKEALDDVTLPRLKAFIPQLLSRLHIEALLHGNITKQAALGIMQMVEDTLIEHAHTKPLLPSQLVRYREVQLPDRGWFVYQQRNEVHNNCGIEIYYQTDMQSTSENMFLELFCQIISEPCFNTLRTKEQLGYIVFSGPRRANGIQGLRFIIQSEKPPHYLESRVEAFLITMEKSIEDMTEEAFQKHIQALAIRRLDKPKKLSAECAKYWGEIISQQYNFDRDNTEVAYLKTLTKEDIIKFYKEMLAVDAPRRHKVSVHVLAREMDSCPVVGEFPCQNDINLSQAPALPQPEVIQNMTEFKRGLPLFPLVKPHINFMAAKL
CRFR2-BP antag: CRF-BP/CRF-R2 complex antagonism | HEK293 CRF-R2/CRF-BP, CRF-induced calcium fluorescence | inhibition, % at 11.8 µM | 350,000 tested, 0.59% active | AID 588475;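 active means inhibition of the ligand-induced calcium signal above about 50% at the single tested concentration, limit read from the data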
UBC9 SUMO inh: blocks human SUMOylation mediated by UBC9; P63279; HTRF SUMOylation assay, SAE1/SAE2 + UBC9, in vitro; inhibition, % at 35 µM; 290,000 tested, 0.36% active; AID 2006; in the data active means inhibition above about 50%, passing the limit was not always enough; further: strong numbers were not always called active
GalR3 antagonist: blocks the human galanin receptor 3; O60755; HEK293 GalR3-CNG cAMP membrane potential fluorescence; galR3 body fused to GalR1 C-terminus; inhibition, % at 3 µM; 360,000 tested, 0.44% active; AID 651719;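 active means inhibition above the screen-wide average plus 3 SD, cut at about 13% in these data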;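 further: forskolin and galanin both at EC90 stimulate the cells; cAMP rise reported by CNG channel membrane potential dye signal; 0% = forskolin plus galanin with DMSO and 100% = forskolin alone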
IMP-1 inhibitor: blocks Pseudomonas aeruginosa IMP-1 metallo-beta-lactamase; inhibition, % at 5.6 µM; purified IMP-1, nitrocefin hydrolysis, epi-absorbance fluorescence; 290,000 tested, 0.45% active;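 active means inhibition above the mean plus 3 SD of all compounds in the same screening run, cut at about 4.5% in these data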;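 further: 0% = IMP-1 with DMSO and 100% = DMSO wells lacking enzyme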
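assay system = purified recombinant IMP-1 metallo-beta-lactamase enzyme | schedule = 15 min preincubation plus 25 min reaction at 25 °C | signal = Epi-absorbance fluorescence, 480 nm excitation, 530 nm emission | read-out basis = percent inhibition from optical density relative to buffer-blank wells | controls = IMP-1 with DMSO as 0%, enzyme-free DMSO as 100%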
p-CIP stab down: compounds decreasing mouse p/CIP protein stability. decrease of EGFP signal, % at 10 µM. F442A p/CIP-EGFP cells, EGFP fluorescence, 16 h. 290,000 tested, 0.01% active. AID 1984;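 active means EGFP signal decrease of at least 30% at 10 µM or well 3 SD below plate mean, unless failing retest; inactive means the rest, including hits failing retest or dose response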; further: some compounds called inactive have numbers as strong as hits; many of its hits are not listed in these tables
IDE inh: cellular human IDE inhibition | HEK cells, FAbetaB cleavage, fluorescence polarization | inhibition, % at 5.59 µM | 320,000 tested, 0.41% active | AID 434962;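 active means percent inhibition above the average of all tested compounds plus 3 SD, set per screening campaign, cut at about 16% in these data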;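 further: IDE supplied by intact live HEK cells; FP after avidin binding of uncleaved biotin substrate so inhibition keeps polarization high; 0% = DMSO wells and 100% = 60 µM reference IDE inhibitor Ii1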
HCV NS3 hel inh: HCV NS3 helicase inhibition; NS3 helicase DNA unwinding, Cy5 molecular beacon fluorescence; inhibition, % at 10.9 µM; AID 1800; 290,000 tested, 0.56% active;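 active means inhibition above the mean of all tested compounds plus 3 SD, set per campaign, cut at about 35% in these data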;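 further: 0% = DMSO wells and 100% = thioflavine S control wells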
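Compound dosing – single dose, 10.9 µM nominal final, DMSO 0.8% final · System – NS3 helicase fragment of HCV · Buffer or medium – MOPS pH 6.5, MgCl2, DTT, Tween20, BSA · Signal – Cy5 beacon fluorescence read at start and 1 h · Also added – annealed dual-labelled DNA beacon duplex, ATP-started · Schedule – 1 h at 25 °C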
Numbers without * were called inactive; . = not tested or not shown.

entry	canonical_smiles	VIM-2 inh	IDE act	CRFR2-BP antag	UBC9 SUMO inh	GalR3 antagonist	IMP-1 inhibitor	p-CIP stab down	IDE inh	HCV NS3 hel inh
1	CC(C)(CNC(=O)Cc1ccc(Br)cc1)N1CCOCC1	2.2	3	-8	-1	-10	-0.2	-1	-2	12
2	COc1cc(/C=N/NC(=O)c2ccccc2O)ccc1OCC(=O)Nc1ccccc1	-1.9	3	13	.	-7	-1.8	-4	-3	-4
3	CC1(C)CC(=O)C(C=NCCc2ccccn2)=C(O)C1	-1.7	-1	-8	10	-1	0.0	1	1	2
4	CC1=C(C(=O)Nc2ccccn2)C(c2cn(C)nc2C)C2=C(CCCC2=O)N1 (stereo not given)	-2.8	2	9	14	-1	-2.6	-2	1	7
5	CCCC1CC(C#N)N(N(C)C)C1=C(C#N)C#N (stereo not given)	-1.3	0	52*	-1	-2	-3.2	-1	2	-7
6	CCCCOC(=O)C1C2C=C[C@]3(CN(C(C)c4ccc(OC)cc4)C(=O)[C@H]13)O2 (stereo not given in full)	-0.9	4	2	-5	1	-2.5	-7	-4	-3
7	CCOC(=O)N1CCN(C(=O)CSCC(=O)N=c2sc3ccccc3n2C)CC1	-3.7	0	-7	24	.	-2.0	-27	10	-1
8	CCCCc1cc(=O)oc2cc(OCC(=O)NC3CCN(Cc4ccccc4)CC3)ccc12	4.2	-4	-36	-1	-8	0.1	-1	4	-64
9	COc1ccc2nc(NC(=O)c3cc(S(=O)(=O)N4CCOCC4)ccc3C)sc2c1	-5.3	8	6	-10	-1	-4.6	-16	4	-5
10	O=C(NC(=S)Nc1ccccc1N1CCOCC1)c1ccco1	-2.9	0	10	5	6	-1.1	-7	-5	9
11	COc1cc(C(=O)NC2CCN(CC(=O)Nc3cccc(C)c3C)CC2)cc(OC)c1OC	-2.5	4	-3	-2	-13	-4.2	-6	-2	4
12	C=C(c1ccc(OCCO)cc1)c1ccc(OCCO)cc1	-3.7	0	1	-8	-2	-2.3	3	4	6
13	CC(=O)Nc1ccc(S(=O)(=O)N2CCN(c3ccccn3)CC2)cc1	-1.9	9	-14	-2	-4	-4.0	-6	6	-17
14	Cc1cccc(NC(=O)N(Cc2nc3ccccc3c(=O)[nH]2)C2CCCC2)c1	-0.7	-5	-4	10	0	-0.6	-12	0	-10
15	CC1=NN(Cc2ccccc2)C(=O)C1C(c1ccccc1)C(C#N)C#N (stereo not given)	0.5	3	-28	-8	-5	-1.3	4	7	7
16	Cc1c(NC(=O)C(C)Sc2nccn2C)c(=O)n(-c2ccccc2)n1C (stereo not given)	.	3	9	.	-5	.	.	1	.
17	CC(C)N1CCN(CC2COc3ccccc3O2)CC1 (stereo not given)	0.4	1	0	10	-12	-0.5	-2	-2	-18
18	Cc1ccc(C)c2nc(N3CCCC3)c(C#N)cc12	0.5	-1	-25	19	3	-1.1	-12	2	9
19	CC1=CCP(=O)(c2ccccc2)C1 (stereo not given)	-3.0	0	-46	-9	1	-3.2	5	-3	8
20	O=C(CNC(=O)c1ccc(Cl)cc1Cl)NCC(=O)Nc1ccccc1N1CCOCC1	0.3	1	5	-12	-1	0.8	-8	7	-7
21	Cc1cc(C)cc(N(C(=O)c2snc(C(N)=O)c2N)C(C(=O)NCC2CCCO2)c2cccs2)c1 (stereo not given)	-2.6	.	-47	-2	-3	-2.4	14	2	9
22	CCS(=O)(=O)c1ccc(O)c(NC(=O)/C=C/c2ccc(Cl)cc2)c1	-0.5	-2	-2	7	-4	-0.2	-22	2	-9
23	O=C(c1ccc(O)c(Cl)c1)N1CCN(S(=O)(=O)c2ccccc2)CC1	-2.0	4	-4	21	-3	-1.5	-16	-1	2
24	O=C(c1ccco1)N1CCC(c2nc3c(nnn3Cc3c(Cl)cccc3Cl)c(=O)[nH]2)CC1	-1.4	-3	-8	11	-10	0.7	-1	-1	8
25	CCC1(CC)C(=O)C2=C3C1[C@H](C(=O)OC)CC(C(=O)OC)C[C@H]3[C@H]1C(=O)N(c3ccccc3)C(=O)[C@H]1[C@H]2C (stereo not given in full)	.	4	-3	.	-1	.	.	0	.
26	C/C(=N\NC(=O)c1cc2ccccc2cc1O)c1cccs1	-2.2	3	21	20	-7	-3.2	-7	-1	20
27	C/C(=N\NC(=O)c1ccccc1OCc1ccc(F)cc1)c1ccccn1	.	-2	6	.	-4	.	.	0	.
28	O=C1NC(=Nc2ccccc2)c2ccc([N+](=O)[O-])cc21	0.3	1	-24	6	1	-0.4	-2	2	3
29	C/C(=N\NC(=O)c1ccncc1)c1ccc(N(C)C)cc1	-4.4	1	11	2	0	-2.6	20	3	-16
30	CCOc1ccc(NC2OC(C)C(O)C(O)C2O)c([N+](=O)[O-])c1 (stereo not given)	-1.9	0	4	0	1	-3.2	4	5	-1
31	CCOC(=O)c1c(NC(=O)CSc2nnc(-c3cccnc3)o2)sc2c1CCC2	-1.2	6	41	21	-5	-4.2	-16	-2	3
32	Nc1c2c(nn1-c1ccccc1)CCC2	-1.1	2	-1	-4	-8	-1.1	4	-1	-3
33	CC(C)Nc1nnc(SCC(=O)N2CCN(C(=O)c3ccco3)CC2)s1	.	2	-1	.	-4	.	.	3	.
34	O=C(NCCN1CCN(c2ccccc2)CC1)C1(S(=O)(=O)c2ccc(Cl)cc2)CC1	-0.9	2	23	12	-2	-0.1	-16	-1	-12
35	NN1C(=O)NC(c2ccccc2)(c2ccccc2)C1=O	-2.8	5	-1	-4	-3	-3.7	2	0	-6
36	COc1ccc(C2C3=C(CCCC3=O)Nc3nc(SCc4ccc(C(=O)O)cc4)nn32)cc1OC (stereo not given)	-1.1	7	11	5	2	-1.5	-8	1	0
37	Cc1sc(-c2ccncc2)nc1OC(=O)c1ccccc1	-0.7	2	-3	-6	-4	-0.5	-2	5	3
38	CCC(=O)Nc1cccc(NC(=S)NC(=O)c2cc3ccccc3o2)c1	-0.1	4	-32	21	2	-0.1	2	-3	2
39	CSc1ccc(C(=S)N2CCCC2)cc1	0.9	0	13	7	-5	-1.5	1	3	2
40	CCCn1c(O)c(CN2CCCC(C)C2)c(C)c(C#N)c1=O (stereo not given)	-0.3	2	-27	26	-6	0.1	-14	5	10
41	CC(C)(CNC(=O)C1c2ccccc2-c2ccccc21)N1CCOCC1	-1.1	0	6	14	-5	-2.9	-6	-2	-5
42	N#Cc1ccc(C(=O)OCC(=O)N2CCCC2)cc1	-1.9	0	-4	9	-4	0.3	-10	3	4
43	O=C(Nc1nnc(-c2ccco2)s1)c1ccccc1	-2.9	-1	-40	9	-2	-2.8	3	3	11
44	COCCn1c(C)cc(C(=O)CN2C(=O)NC3(CCCCCC3)C2=O)c1C	.	4	6	.	-1	.	.	-1	.
45	CCc1ccc2c(c1)C(C)=CC(C)(C)N2	-1.8	0	4	8	0	-1.5	-3	1	4
46	COc1cccc(NC(=S)Nc2cc(C)cc(C)n2)c1	-1.0	1	-11	15	-2	-3.3	-8	3	-3
47	COc1ccc(-c2ccc(=O)n(Cc3cccc([N+](=O)[O-])c3)n2)cc1	-1.1	0	8	8	-1	-3.1	-5	2	-7
48	Cc1cc(-c2nc(C)c(-c3nnc(SCC(=O)Nc4cc(Cl)cc(Cl)c4)n3C)s2)no1	-1.5	5	-4	7	-2	-0.8	0	8	-3
49	c1cnc2c(Oc3ncnc4sccc34)cccc2c1	-1.8	2	8	-5	-4	-2.3	7	-3	4
50	O=C(CCCCCn1c(=S)[nH]c2ccc(N3CCOCC3)cc2c1=O)NCc1ccc(Cl)cc1	-4.8	-9	9	24	-6	-3.3	-1	1	6
51	CCOC(=O)N1CCC(NCCNC(=O)c2cccs2)CC1	-4.7	-6	5	22	0	-4.0	-11	-3	-1
52	CCOC(=O)C1(CCCc2ccccc2)CCN(C(=O)c2ocnc2C)CC1	-2.5	3	-8	4	1	-1.4	-2	13	3
53	COCCN(Cc1ccccc1)C(=S)Nc1ccc(OC(F)F)cc1	0.7	0	-11	-20	-5	-0.2	-5	2	-11
54	O=C(CN1CCN(Cc2ccc(F)cc2Cl)CC1)NCc1ccccc1	-3.1	6	-4	-2	-4	-3.4	-8	5	5
55	COc1ccc([N+](=O)[O-])cc1NC(=O)c1ccc(N2C(=O)CCC2=O)cc1	-4.9	5	24	19	-2	-3.7	0	-7	13
56	CCOc1ccc(NC(=O)c2cc3ccccc3cc2O)cc1	6.3	4	2	50	-9	-2.4	-2	2	19
57	COc1ccc(NC(=O)NCc2ccccc2F)cc1OC	-4.3	3	9	31	-3	-2.3	-2	-3	2
58	O=C1CN(C(=O)COC(=O)CNS(=O)(=O)/C=C/c2ccccc2)c2ccccc2N1	-4.3	-2	9	20	-7	-3.2	-10	-1	1
59	C[C@H](NC(=O)c1ccco1)C(=O)Nc1ccc2c(c1)OCO2	1.7	3	11	13	4	-1.6	11	4	-16
60	Cc1c(Br)c(=O)oc2c(C)c(O)ccc12	8.4*	4	9	44	-2	-5.5	-7	6	3

Continuation:
entry	canonical_smiles	VIM-2 inh	IDE act	CRFR2-BP antag	UBC9 SUMO inh	GalR3 antagonist	IMP-1 inhibitor	p-CIP stab down	IDE inh	HCV NS3 hel inh
61	CCn1c(SCC(=O)Nc2cccc(C(C)=O)c2)nnc1C(C)C	1.1	3	10	4	-1	-0.3	9	0	-1
62	Cc1cc(C(=O)NCCc2ccc(Cl)cc2)no1	-3.2	7	-1	10	-7	-2.1	0	-2	-4
63	COc1ccccc1NC(=O)Cc1nnc(SCC(=O)Nc2nccs2)n1C	-2.9	2	7	6	-8	-0.5	-11	-5	-2
64	CCOc1ccccc1CN1CCNC(=O)C1CC(=O)NCc1ccccn1 (stereo not given)	-3.6	5	2	2	-3	-1.5	-26	2	-7
65	Nc1nonc1-n1nnc(C(=O)N/N=C/c2cc(Br)ccc2O)c1CNc1ccccc1	-10	2	-2	-29	-4	-2.2	-1	4	-7
66	CC(C)n1nccc1N(Cc1ccc(C#N)cc1)S(=O)(=O)c1ccccc1	-2.0	2	-1	-15	-6	-3.0	-2	1	-12
67	Cc1cccc(NC(=O)CSc2ccc3nnc(-c4cccnc4)n3n2)c1	0.8	0	-15	14	-1	-0.9	-8	-2	12
68	Cc1cc(NC(=O)CCC(=O)N(Cc2ccco2)C(C(=O)NC2CCCC2)c2ccccc2C)no1 (stereo not given)	-1.6	-1	2	17	-2	-2.5	0	2	9
69	COc1cccc(/C=C/C(=O)OCC(=O)Nc2cc(S(=O)(=O)N3CCOCC3)ccc2C)c1	-4.4	-1	-4	-2	-3	-1.1	11	6	3

With a hit mark in VIM-2 inh, among the entries above:
entry	canonical_smiles	VIM-2 inh	IDE act	CRFR2-BP antag	UBC9 SUMO inh	GalR3 antagonist	IMP-1 inhibitor	p-CIP stab down	IDE inh	HCV NS3 hel inh
60	Cc1c(Br)c(=O)oc2c(C)c(O)ccc12	8.4*	4	9	44	-2	-5.5	-7	6	3
